thrombin 1536 – thrombin (human) inhibition; P00734; 220,000 compounds, 0.26% hits; alpha-thrombin, Boc-VPR-AMC fluorogenic substrate cleavage; inhibition, % at 5 µM;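 active = inhibition at or above 40%; inactive = inhibition below 40%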;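 note: 0% = enzyme with no compound and 100% = wells without enzyme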
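Material: human alpha-thrombin protein; Also added: Boc-VPR-AMC substrate, 15 µM final; Timing: enzyme reaction carried out at room temperature; Signal: fluorescence, ex 355 nm, em 460 nm; Measure: % inhibition of thrombin; Controls: enzyme without compound as high, wells lacking enzyme as low.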
FXIa inh 1536 – factor XIa (human) inhibition; purified FXIa, Boc-Glu-Ala-Arg-AMC fluorogenic substrate; inhibition, % at 5 µM; 220,000 compounds, 0.14% hits; AID 798;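 active = inhibition of at least 40%; inactive = inhibition below 40%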;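 note: fluorescence of freed AMC excited at 355 nm; 0% = enzyme without compound and 100% = no enzyme blank; many of its hits are not listed in these tables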
14-3-3 Bad PPI – disrupts binding of bovine 14-3-3 zeta to phospho-Bad peptide; inhibition, % at 21.7 µM; 220,000 compounds, 0.71% hits; AID 781; TR-FRET 14-3-3zeta/Dy647-pBad peptide displacement, 1 h;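 active = inhibition above about 70%, limit read from the data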;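 note: 0% = full 14-3-3 plus peptide FRET controls and 100% = background without 14-3-3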
Target sequence (P63103 whole entry, looked up): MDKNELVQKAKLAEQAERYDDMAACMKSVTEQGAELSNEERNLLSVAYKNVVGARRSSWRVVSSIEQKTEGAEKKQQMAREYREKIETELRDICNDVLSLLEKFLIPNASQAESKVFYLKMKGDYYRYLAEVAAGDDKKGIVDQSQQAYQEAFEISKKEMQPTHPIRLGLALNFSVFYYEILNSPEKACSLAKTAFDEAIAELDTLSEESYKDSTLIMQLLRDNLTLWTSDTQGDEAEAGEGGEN
Runt-CBFb FRET – inhibitors of human RUNX1 Runt domain binding to CBFb; AID 1496; Cerulean-Runt/Venus-CBFb FRET ratio 530/480, 1 h; inhibition, % at 20 µM; Q01196+Q13951; 220,000 compounds, 0.46% hits;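 active = inhibition over about 50% at 20 µM in the single-dose screen, limit read from the data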;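 note: 0% = DMSO wells and 100% = excess unlabeled CBFb competitor control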
Target sequence (Q01196 whole entry, looked up, the tested form may be a part): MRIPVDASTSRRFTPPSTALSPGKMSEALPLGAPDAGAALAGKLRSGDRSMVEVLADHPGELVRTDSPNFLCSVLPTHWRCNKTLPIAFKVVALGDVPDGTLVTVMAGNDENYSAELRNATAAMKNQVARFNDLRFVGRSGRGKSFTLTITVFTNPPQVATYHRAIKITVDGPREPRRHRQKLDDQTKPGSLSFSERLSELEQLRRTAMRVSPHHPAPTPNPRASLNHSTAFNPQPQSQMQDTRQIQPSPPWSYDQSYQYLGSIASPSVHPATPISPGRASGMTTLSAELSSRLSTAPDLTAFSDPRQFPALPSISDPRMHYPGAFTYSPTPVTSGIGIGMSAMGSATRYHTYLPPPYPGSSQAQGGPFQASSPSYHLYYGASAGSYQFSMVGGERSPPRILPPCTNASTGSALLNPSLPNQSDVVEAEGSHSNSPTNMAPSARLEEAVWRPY
Target sequence (Q13951 whole entry, looked up, the tested form may be a part): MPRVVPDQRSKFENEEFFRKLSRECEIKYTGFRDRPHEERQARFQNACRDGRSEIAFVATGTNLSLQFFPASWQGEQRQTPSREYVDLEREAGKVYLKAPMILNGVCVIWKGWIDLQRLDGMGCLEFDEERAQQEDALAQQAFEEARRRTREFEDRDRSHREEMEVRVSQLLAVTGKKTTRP
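Schedule: protein complex preformed 1 h, compound exposure 1 h, room temperature, dark; test system: Cerulean-labeled Runt domain protein; amount: 100 nM per protein; buffer or medium: Tris 50 mM pH 7.5, KCl, K2SO4, 0.01% BSA; read-out: loss of energy transfer signal; detection: FRET fluorescence; controls: 5 µM unlabeled CBFb as full-inhibition high control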
Wee1 stabilizer – inhibitors of human Wee1 degradation | P30291 | HeLa Luc-Wee1K328M stability, luciferase luminescence; 100% = proteasome inhibitor MG132 effect | reporter increase, % at 5 µM | 220,000 compounds, 1.2% hits | AID 1321;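 active = activation above the mean of all tested compounds plus 3 SD, set per screening run, cut at about 8.8% in these data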;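 note: cells exposed to compound for 20 h before luminescence read; 0% = DMSO alone and 100% = MG132 at 30 µM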
Hck Nef HTS – inhibitors of human Hck kinase activated by Nef. 220,000 compounds, 0.68% hits. inhibition, % at 20 µM. Recombinant Hck-YEEI plus Nef, Z-Lyte FRET kinase assay. AID 463187. P08631;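 active = Hck-Nef kinase inhibition above about 50%, limit read from the data; inactive = inhibition below that limit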;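 note: 0% = DMSO with Hck plus Nef and 100% = Hck alone without Nef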
FXIIa inh – inhibitors of human coagulation factor XIIa. purified FXIIa, Boc-QGR-AMC fluorogenic substrate, 2 h. 220,000 compounds, 0.3% hits. P00748. inhibition, % at 5 µM; in the data active = inhibition above about 40%;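 note: 0% = enzyme with no compound and 100% = blank without enzyme; many of its hits are not listed in these tables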
KLK5 inh – inhibitors of human kallikrein 5. recombinant hK5, fluorogenic AMC substrate cleavage. inhibition, % at 5 µM. 210,000 compounds, 0.59% hits;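 active = inhibition of 40% or more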;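 note: 0% = enzyme controls without compound and 100% = no-enzyme blanks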
Runt-SMMHC FRET – Runt domain-CBFb-SMMHC interaction inhibition | inhibition, % at 20 µM | 220,000 compounds, 0.74% hits | Q01196+Q13951 | Cerulean-Runt/Venus-CBFb-SMMHC FRET ratio 530/480, 1 h;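 active = mean inhibition across duplicate retests at 20 µM reaching about 50%, limit read from the data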;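 note: 0% = DMSO wells and 100% = wells with excess untagged CBFb-SMMHC; inhibitors lower the FRET ratio by blocking Runt binding to CBFb-SMMHC; some results filed as inactive read as strong as hits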
Numbers without * were called inactive; nt = not tested or not shown; [ ] = dose if it differs, or a comment.

Compound | thrombin 1536 | FXIa inh 1536 | 14-3-3 Bad PPI | Runt-CBFb FRET | Wee1 stabilizer | Hck Nef HTS | FXIIa inh | KLK5 inh | Runt-SMMHC FRET
COc1ccc(CN2CCNC(=O)C2CC(=O)N2CCc3ccccc3C2)c(OC)c1 (centres undefined) | -2 | -1 | -5 | -1 | -3 | 14 | 5 | 0 | -1
CCc1ccc(NC(=O)C(C)OC(=O)/C=C/c2cccc([N+](=O)[O-])c2)cc1 (centres undefined) | -9 | 0 | -6 | 0 | 1 | 3 | 2 | -12 | 0
COc1ccc(NC(=O)C2CCCN2S(=O)(=O)c2ccc(F)cc2)cc1 (centres undefined) | -9 | -3 | 0[fluorescence artefact?] | 10 | 2 | 0 | 7 | -24 | -1
c1cc2c3c(cccc3c1)C(N1CCOCC1)=N2 | -3 | 5 | 8 | -17 | 0 | 23 | 9 | 4 | 45
CC(O/N=C\c1ccccc1O)C(=O)Nc1ccccc1C(=O)N1CCOCC1 (centres undefined) | -9 | -11 | 5 | 0 | -1 | 2 | 1 | 8 | -2
CC1CN(C(=O)c2ccc(COc3ccccc3Br)o2)CC(C)O1 (centres undefined) | 0 | 0 | 1 | -3 | 1 | 20 | 9 | 5 | 1
Cc1cc(NC(=O)CCC(=O)N(Cc2ccco2)C(C(=O)NC2CCCCC2)c2cccs2)no1 (centres undefined) | -4 | -2 | -3 | -1 | 6 | 20 | 7 | 12 | 3
COc1cccc(N2C(=O)CC(N3CCc4ccccc43)C2=O)c1 (centres undefined) | 11 | 9 | -19[fluorescence artefact?] | 1 | -2 | 0 | 24 | 18 | 2
CCOC(=O)NC(NC(=S)Nc1ccc(OC)cc1)C(Cl)(Cl)Cl (centres undefined) | -7 | -9 | -4[fluorescence artefact?] | 3 | -2 | 4 | -3 | -22 | 9
COC(=O)c1ccccc1NC(=O)c1ccccc1SC | 2 | 3 | 6 | 0 | 2 | 2 | 1 | -24 | -6
CCCCCCCCCCS(=O)(=O)N/N=C/c1ccccc1OC | -9 | 6 | -11 | -11 | -1 | 4 | 13 | -15 | -6
O=C1NC(c2ccccc2)=NC1(NS(=O)(=O)c1ccc(Cl)cc1)C(F)(F)F (centres undefined) | 3 | 7 | -17 | 1 | 0 | 4 | 11 | 1 | 2
COc1cccc(CN(C)C(=S)Nc2ccc(C)c(C)c2)c1 | -6 | -3 | -4 | 2 | 1 | 24 | 5 | 0 | -4
CCNC(=O)/C(=C\C=C\c1ccccc1)NC(=O)c1ccc(Br)o1 | -1 | 4 | -2 | -4 | -3 | 9 | 10 | -14 | -1
COc1ccc(N(CC(=O)Nc2ccccc2SC)S(C)(=O)=O)cc1OC | 0 | 12 | nt | 1 | 1 | -7 | 45* | -15 | 1
CC(C)(C)c1ccc(C(=O)Nc2ccc(CN3CCS(=O)(=O)CC3)cc2)cc1 | -3 | 1 | -1 | 0 | 2 | 25 | 4 | -1 | 0
COc1ccc(N2C(=O)N(Cc3ccccc3F)c3ccccc3S2(=O)=O)cc1 | 3 | 40 | 2 | 2 | -1 | 13 | 25 | 20 | -1
COc1ccc([C@H]2C=C3CN(C(=O)OC(C)(C)C)S(=O)(=O)[C@H]3C[C@H]2OC(=O)c2ccc(C(F)(F)F)cc2)cc1 | 1 | 0 | -5 | 0 | nt | 22 | 8 | 1 | 2
O=c1cc(/C=C/c2c(F)cccc2Cl)[nH]c2ccccc12 | 0 | 2 | 18[fluorescence artefact?] | -3 | 1 | 2 | 2 | -4 | -3
Nc1nonc1C(=O)NCCNc1ccc([N+](=O)[O-])cn1 | -5 | 4 | -8 | 0 | 1 | 24 | 13 | 4 | -4
O=C1c2ccncc2C(=O)N1Cc1cccc(Cl)c1 | -2 | -3 | -4 | -3 | 1 | -1 | 6 | -1 | -1
COc1ccc(OCC(=O)Nc2ccc3c(c2)nc2n3CCSC2)cc1 | 2 | 3 | -3[fluorescence artefact?] | -1 | 0 | 1 | 9 | -12 | -2
CC1Cc2ccccc2N1C(=O)CSc1nnc(-c2ccc(S(=O)(=O)N3CCCC3)cc2)n1C (centres undefined) | 2 | 12 | -1 | 2 | -1 | 3 | 14 | 4 | 5
COc1cccc(C(=O)O/N=C(\C)c2cnccn2)c1 | 5 | 0 | -5 | -2 | -1 | -28 | 12 | nt | 2
CCCOC(=O)C1C2C=C[C@]3(CN(CCc4ccccc4)C(=O)[C@H]13)O2 (some centres undefined) | -19 | -4 | -19 | -2 | -1 | 2 | 18 | -20 | -2
COc1ccccc1N1CCN(C(CNC(=O)c2ccc3c(c2)OCO3)c2cccnc2)CC1 (centres undefined) | 4 | 7 | 2 | -2 | -2 | 1 | 1 | 7 | -2
O=C(Nc1ccon1)c1sc2ccccc2c1Cl | -3 | -10 | 5 | 0 | 3 | 1 | 10 | -25 | -1
Cc1cccc2cc(COC(=O)C(C)(C)C)c(=O)[nH]c12 | 1 | -11 | 3 | -2 | 0 | 1 | 14 | -10 | -3
Cc1[nH]nc2c1C(c1cc(Br)cs1)C(C#N)=C(N)O2 (centres undefined) | 7 | -5 | 7 | 8 | 1 | 0 | 17 | 8 | 6
CCOC(=O)N/N=C/c1ccc(F)cc1F | -6 | -4 | -17 | 1 | -1 | 1 | 0 | -26 | 0

Continuation:
canonical_smiles,thrombin 1536,FXIa inh 1536,14-3-3 Bad PPI,Runt-CBFb FRET,Wee1 stabilizer,Hck Nef HTS,FXIIa inh,KLK5 inh,Runt-SMMHC FRET
COc1cccc(NC(=O)CC2C(=O)NC3CCCCC3N2C(=O)c2ccc(F)cc2)c1 (centres undefined),1,1,-2,-2,2,-21,15,6,-1
COc1cccc(CNc2cnc3ccccc3c2)c1O,-7,-1,-5,5,1,11,1,-17,4
O=C(N/N=C/c1ccc(-c2ccc(Cl)c(C(=O)O)c2)o1)c1cc2c(ccc3ccccc32)o1,-5,1,57,13,2,72*,-1,0,80*
CCS(=O)(=O)N1CCN(C(=O)c2ccco2)CC1,4,10,nt,1,-3,5,19,5,-3
CC(C)(C)NC(=O)C(c1ccc(F)cc1)N(Cc1cccs1)C(=O)c1ccc(CN2CCOCC2)o1 (centres undefined),-8,-6,-4,-1,11*,18,7,-3,3
COc1cc2ccnc(Cc3cccc(OC)c3OC)c2cc1OC,-9,0,0,0,-1,22,8,-2,-1
CCOC(=O)c1c(C)[nH]c(C(=O)COC(=O)c2ccccn2)c1C,4,6,-8[fluorescence artefact?],0,-1,0,21,0,2
CCN(CC)S(=O)(=O)c1cccc(-c2n[nH]c(=S)n2/N=C/c2ccc(OC(F)F)cc2)c1,-10,-3,-7[fluorescence artefact?],4,-3,3,7,-7,24
CCC(C)c1ccc(NC(=S)NC(C)C2CCCO2)cc1 (centres undefined),-1,1,0,1,0,5,6,14,-5
CCOC(=O)C1C(c2cccs2)NC(=O)NC1(O)C(F)(F)F (centres undefined),0,0,0[fluorescence artefact?],0,0,0,11,5,2
CC(C)C(=O)Nc1nnc(Sc2ccc(N(C)C)cc2)s1,-1,0,-15,5,2,-4,2,-4,0
Cc1ccc(OCCOCCN2CCCCC2)c([N+](=O)[O-])c1,0,-6,53,2,-1,16,-6,-7,-8
O=C1NN(c2ccc(F)cc2)C(=O)/C1=C\c1cnn(-c2ccccc2)c1,-3,-7,3,0,3,28,0,-4,-6
CCOC(=O)c1cccc(S(=O)(=O)N2CCOCC2)c1,-3,-1,-8,-1,0,-2,3,nt,-4
Cc1ccc(NC(=O)/C(=C/c2cccc([N+](=O)[O-])c2)NC(=O)C2CCCCC2)c(C)c1,3,18,6,-1,-1,2,32,-5,-6
CCOc1ccc(NC(=O)CN(C)c2ccc(S(=O)(=O)N(C(C)C)C(C)C)cn2)cc1OCC,-7,-6,1,-4,-4,2,10,-4,2

An excerpt of these results, with values under each structure.
Below each compound: thrombin 1536, FXIa inh 1536, 14-3-3 Bad PPI, Runt-CBFb FRET, Wee1 stabilizer, Hck Nef HTS, FXIIa inh, KLK5 inh, Runt-SMMHC FRET
> CC(C)C(=O)Nc1nnc(Sc2ccc(N(C)C)cc2)s1
→ -1, 0, -15, 5, 2, -4, 2, -4, 0
> Cc1cccc2cc(COC(=O)C(C)(C)C)c(=O)[nH]c12
→ 1, -11, 3, -2, 0, 1, 14, -10, -3
> COc1cccc(C(=O)O/N=C(\C)c2cnccn2)c1
→ 5, 0, -5, -2, -1, -28, 12, nt, 2
> c1cc2c3c(cccc3c1)C(N1CCOCC1)=N2
→ -3, 5, 8, -17, 0, 23, 9, 4, 45
> CC1Cc2ccccc2N1C(=O)CSc1nnc(-c2ccc(S(=O)(=O)N3CCCC3)cc2)n1C (centres undefined)
→ 2, 12, -1, 2, -1, 3, 14, 4, 5
> CC1CN(C(=O)c2ccc(COc3ccccc3Br)o2)CC(C)O1 (centres undefined)
→ 0, 0, 1, -3, 1, 20, 9, 5, 1

Further records follow.
canonical_smiles,thrombin 1536,FXIa inh 1536,14-3-3 Bad PPI,Runt-CBFb FRET,Wee1 stabilizer,Hck Nef HTS,FXIIa inh,KLK5 inh,Runt-SMMHC FRET
NC(=O)SC/C(=N\S(=O)(=O)c1ccccc1)Nc1ccccc1,3,-8,-11,-2,1,4,-1,-6,2
Cc1nn(C(C)C(=O)NC2C(=O)N3C(C(=O)O)=C(CSc4nnnn4C)CSC23)cc1Cl (centres undefined),-7,-1,-10,3,-3,24,3,-8,4
COc1ccccc1NC(=O)CSc1nnc(Cc2cccn2C)n1CCc1ccccc1,-4,3,-11,-4,-3,-1,19,-4,0
COc1cccc(NC(=O)CSCC(=O)Nc2ccccc2)c1,1,1,1,1,-1,-1,10,-44,0
CN(Cc1ccccn1)C(=O)CC1C(=O)NCCN1Cc1cccc(Oc2ccccc2)c1 (centres undefined),-24,0,-9,0,-1,14,3,-2,1
O=C(O)/C=C\c1ccccc1Oc1cccc(Cl)c1,-7,-6,6,-4,0,16,12,0,-4
NS(=O)(=O)c1ccc(-n2cccc2C=O)cc1,-1,-1,-2,-1,-3,2,8,-1,-1
CC(C)OC(=O)c1nnn(-c2nonc2N)c1CN1CCc2ccccc2C1,-8,-7,39,0,-1,0,5,-19,18
O=C(O)CCN1C(=O)/C(=C\c2cccc(OCC(=O)Nc3ccc(Cl)cc3)c2)SC1=S,-4,3,1,15,0,2,6,-3,-24
Nc1ncc(-n2cncn2)c(-c2ccccc2)n1,-10,-4,-5,1,2,16,2,-8,0

Some entries already given, limited to thrombin 1536 and Runt-SMMHC FRET:
mol	thrombin 1536	Runt-SMMHC FRET
Nc1ncc(-n2cncn2)c(-c2ccccc2)n1	-10	0
COc1cccc(NC(=O)CSCC(=O)Nc2ccccc2)c1	1	0
